tim10-1 inh: inhibits growth of tim10-1 mutant yeast | actives 2.2% (n = 330,000) | inhibition, % at 20 µM | S. cerevisiae tim10-1 ts strain growth, BacTiter-Glo, 24 h | AID 463190;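 active = inhibition of at least 40%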;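 also: mutant grown at 25 °C; 0% = DMSO wells with yeast and 100% = wells holding no yeast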
hIAP block: blocks human intestinal alkaline phosphatase. actives 0.12% (n = 330,000). P09923. inhibition, % at 10 µM. purified IAP, CDP-Star luminescence, 30 min;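 active = inhibition reaching a set limit with compound at 10 µM in the primary screen, cut at about 35% in these data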;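 also: plate controls were DMSO wells with enzyme for no effect and no-enzyme buffer wells for full effect; values of inactives mirror those of a sister screen read the other way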
Target sequence (P09923 whole entry, looked up): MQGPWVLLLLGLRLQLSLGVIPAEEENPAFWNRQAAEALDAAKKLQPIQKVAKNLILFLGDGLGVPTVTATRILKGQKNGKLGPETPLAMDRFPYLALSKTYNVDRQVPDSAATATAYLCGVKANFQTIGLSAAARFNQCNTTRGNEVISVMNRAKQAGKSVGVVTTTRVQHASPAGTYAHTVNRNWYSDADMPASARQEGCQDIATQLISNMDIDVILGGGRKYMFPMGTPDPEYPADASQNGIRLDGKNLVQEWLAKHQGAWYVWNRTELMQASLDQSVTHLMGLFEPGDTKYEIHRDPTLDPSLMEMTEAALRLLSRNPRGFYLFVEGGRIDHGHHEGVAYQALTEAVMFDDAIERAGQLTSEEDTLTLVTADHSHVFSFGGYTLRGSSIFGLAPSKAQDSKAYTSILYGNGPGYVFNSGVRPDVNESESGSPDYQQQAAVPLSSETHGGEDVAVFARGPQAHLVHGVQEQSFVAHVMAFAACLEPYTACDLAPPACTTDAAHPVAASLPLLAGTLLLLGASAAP
ATG4B inhibitor: ATG4B (human) cysteine protease inhibition. inhibition, % at 8.33 µM. ATG4B cleavage of LC3-PLA2, NBD-HPC fluorescence, 1 h. actives 0.51% (n = 340,000); in the data active = inhibition above about 40%
Target sequence (Q9Y4P1 whole entry, looked up): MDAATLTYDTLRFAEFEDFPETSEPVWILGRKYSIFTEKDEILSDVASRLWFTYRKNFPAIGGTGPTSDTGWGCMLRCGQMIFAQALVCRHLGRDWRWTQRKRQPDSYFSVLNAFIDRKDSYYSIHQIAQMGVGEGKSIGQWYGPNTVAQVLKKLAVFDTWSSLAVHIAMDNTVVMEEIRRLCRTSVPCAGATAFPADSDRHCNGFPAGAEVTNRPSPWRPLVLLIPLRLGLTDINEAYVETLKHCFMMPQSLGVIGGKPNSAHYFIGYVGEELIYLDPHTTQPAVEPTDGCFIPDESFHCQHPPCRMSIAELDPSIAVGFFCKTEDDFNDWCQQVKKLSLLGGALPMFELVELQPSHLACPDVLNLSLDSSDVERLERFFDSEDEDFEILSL
mIAP block: blocks mouse intestinal alkaline phosphatase; purified mouse IAP, CDP-Star luminescence, 30 min; inhibition, % at 10 µM; actives 0.2% (n = 330,000); AID 2806;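 active = inhibition of at least 40% at 10 µM in the primary screen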;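 also: plate controls were DMSO with enzyme for no effect and no enzyme wells for full effect; values of inactives mirror those of a sister screen read the other way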
TIM10 inh: inhibits growth of TIM10 yeast strain; S. cerevisiae TIM10 strain growth, BacTiter-Glo luminescence, 24 h; inhibition, % at 10 µM; actives 1.4% (n = 330,000);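 active = inhibition of 40% or more at the single tested concentration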;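 also: wild-type TIM10 isogenic control strain grown at permissive 25 °C; 0% = DMSO yeast wells and 100% = minimal medium wells without yeast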
NLRP3 yeast inh: blocks the NALP3 inflammasome reconstituted in yeast; AID 2825; actives 0.39% (n = 330,000); inhibition, % at 10 µM; Yeast reconstituted NLRP3/ASC/caspase-1, beta-gal luminescence, 24 h;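 active = inhibition of 50% or more; inactive = inhibition below 50%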;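 also: plate controls were induced DMSO wells for no effect and uninduced yeast grown without galactose for full effect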
hIAP act: increases human intestinal alkaline phosphatase activity; activation factor at 10 µM; purified human IAP, CDP-Star luminescence, 30 min; hits give high values; 1 = vehicle-only enzyme, 0 = enzyme-free background; actives 0.16% (n = 330,000);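 active = activation factor of the enzyme at least 2-fold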; also: the source names both 10 and 20 µM as test concentration; values of inactives mirror those of a sister screen read the other way
mIAP act: increases mouse intestinal alkaline phosphatase activity. activation factor at 10 µM. muIAP, CDP-Star luminescence, 30 min; hits give high values; 1 = vehicle-only enzyme signal, 0 = enzyme-free wells. AID 2805. actives 0.24% (n = 330,000);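 active = activation factor of at least 2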; also: the source names both 10 and 20 µM as test concentration; values of inactives mirror those of a sister screen read the other way
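Assay system: mouse IAP enzyme; Reagent: CDP-Star chemiluminescent phosphatase substrate; Compound: DMSO-dissolved test compounds; Incubation: 30 min, room temperature; Technique: luminescence from enzymatic CDP-Star hydrolysis; Controls: DMSO-only wells and no-enzyme negative control.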
Apaf-1 inh: human Apaf-1 inhibition | O14727 | reconstituted apoptosome caspase-3 activity, DEVD-Rh110 fluorescence | inhibition, % at 20 µM | actives 0.71% (n = 330,000) | AID 489030; active = inhibition of at least 40% at 20 µM;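 also: plate controls were DMSO wells for no effect and DEVD-CHO caspase inhibitor wells for full effect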
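Material: reconstituted apoptosome with Apaf-1, cytochrome c, caspase-9, procaspase-3, dATP; medium: pH 7.5 Hepes buffer with CHAPS, BSA, DTT; also added: cytochrome c and DEVD-Rh110 substrate; timing: 30 min plus 50 min, RT; signal: Rh110 fluorescence intensity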
* marks the source's active call; other numbers are inactive results.

How did CCN(C[C@H]1N[C@@](Cc2ccccc2)(C(=O)OC)[C@H]2C(=O)N(Cc3ccccc3)C(=O)[C@@H]12)C(=O)c1ccc(C)cc1 do in these assays?
tim10-1 inh: 15; hIAP block: -4; ATG4B inhibitor: -6; mIAP block: -9; TIM10 inh: 24; NLRP3 yeast inh: 17; hIAP act: 1; mIAP act: 1.1; Apaf-1 inh: 24

Results for C[C@@H](O)C1NC(=O)[C@H](CCCCN)NC(=O)c2cc([N+](=O)[O-])cc(I)c2NCCC[C@@H](C(N)=O)NC1=O (some centres undefined) ?
tim10-1 inh: -5; hIAP block: -18; ATG4B inhibitor: 10; mIAP block: 5; TIM10 inh: -7; NLRP3 yeast inh: -11; hIAP act: 1.2; mIAP act: 0.95; Apaf-1 inh: 31

How did Cc1ccc(C(=O)Nc2ccc3ccccc3n2)cc1 do in these assays?
tim10-1 inh: 15; hIAP block: -1; ATG4B inhibitor: 2; mIAP block: 1; TIM10 inh: -8; NLRP3 yeast inh: 0; hIAP act: 1; mIAP act: 0.99; Apaf-1 inh: 8

What do the screens show for `COC(=O)c1onc(-c2c(C)cc(C)cc2C)c1C(=O)OC`?
tim10-1 inh: 2; hIAP block: -28; ATG4B inhibitor: 4; mIAP block: -4; TIM10 inh: 6; NLRP3 yeast inh: 2; hIAP act: 1.3; mIAP act: 1; Apaf-1 inh: 2

What do the screens show for `CC(C)n1nnnc1SCC(=O)N1CCOCC1`?
tim10-1 inh: 4; hIAP block: 20; ATG4B inhibitor: -1; mIAP block: -8; TIM10 inh: -3; NLRP3 yeast inh: 0; hIAP act: 0.8; mIAP act: 1.1; Apaf-1 inh: -10

Results for C=CCOc1ccccc1CN1CCC(Oc2ccc(C(=O)N3CCCCC3)cc2)CC1 ?
tim10-1 inh: 4; hIAP block: -23; ATG4B inhibitor: 27; mIAP block: -2; TIM10 inh: -1; NLRP3 yeast inh: 10; hIAP act: 1.2; mIAP act: 1; Apaf-1 inh: -2

How did CC(=O)Nc1ccc2nc(SCC(=O)NCCOc3ccccc3)sc2c1 do in these assays?
tim10-1 inh: 8; hIAP block: 0; ATG4B inhibitor: -5; mIAP block: -8; TIM10 inh: 2; NLRP3 yeast inh: 26; hIAP act: 1; mIAP act: 1.1; Apaf-1 inh: -5

Results for COC(CNC(=O)c1cccc2c1C(=O)N(Cc1cccnc1)C2)OC ?
tim10-1 inh: 13; hIAP block: 3; ATG4B inhibitor: 2; mIAP block: 3; TIM10 inh: 6; NLRP3 yeast inh: -2; hIAP act: 0.97; mIAP act: 0.97; Apaf-1 inh: -4

What do the screens show for `CCOC(=O)c1ccc(NC(=S)N2CCCC(C(=O)N3CCCC3)C2)cc1` (centres undefined)?
tim10-1 inh: 8; hIAP block: -23; ATG4B inhibitor: -5; mIAP block: 2; TIM10 inh: 9; NLRP3 yeast inh: 11; hIAP act: 1.2; mIAP act: 0.98; Apaf-1 inh: -2

What do the screens show for `CCOC(=O)C1=C(C)NC2=C(C(=O)C(C(=O)OCC)C(c3cccc(OC)c3)C2)C1c1ccccn1` (centres undefined)?
tim10-1 inh: -2; hIAP block: -11; ATG4B inhibitor: -7; mIAP block: -43; TIM10 inh: 0; NLRP3 yeast inh: 12; hIAP act: 1.1; mIAP act: 1.4; Apaf-1 inh: 2

Results for COc1ccccc1CNC(=O)C(NC(=O)c1ccccc1C)C(C)C (centres undefined) ?
tim10-1 inh: 16; hIAP block: 8; ATG4B inhibitor: -12; mIAP block: -11; TIM10 inh: 24; NLRP3 yeast inh: 10; hIAP act: 0.92; mIAP act: 1.1; Apaf-1 inh: 6

How did CC(C)(C)OC(=O)CNC(=O)c1[nH]cnc1C(=O)N[C@@H](Cc1ccccc1)C(=O)OCc1ccccc1 do in these assays?
tim10-1 inh: 21; hIAP block: -45; ATG4B inhibitor: -14; mIAP block: 5; TIM10 inh: 8; NLRP3 yeast inh: 6; hIAP act: 1.4; mIAP act: 0.95; Apaf-1 inh: 26

Results for Cc1ccccc1N/C(=N/S(=O)(=O)c1ccccc1)c1ccc(F)cc1 ?
tim10-1 inh: 7; hIAP block: -10; ATG4B inhibitor: 3; mIAP block: 6; TIM10 inh: 13; NLRP3 yeast inh: 10; hIAP act: 1.1; mIAP act: 0.94; Apaf-1 inh: -3

Results for CC(=O)N1CCN(c2nc3ccc([N+](=O)[O-])cc3s2)CC1 ?
tim10-1 inh: -10; hIAP block: -2; ATG4B inhibitor: -2; mIAP block: -6; TIM10 inh: -1; NLRP3 yeast inh: -1; hIAP act: 1; mIAP act: 1.1; Apaf-1 inh: -19

Results for CCN(CCNCC(O)COCc1ccc(Cl)cc1)c1cccc(C)c1 (centres undefined) ?
tim10-1 inh: 21; hIAP block: -12; ATG4B inhibitor: -5; mIAP block: 8; TIM10 inh: 16; NLRP3 yeast inh: 18; hIAP act: 1.1; mIAP act: 0.92; Apaf-1 inh: -13

How did O=S(=O)(c1ccccc1F)N1CCN(c2nc(-c3cccnc3)nc3ccccc23)CC1 do in these assays?
tim10-1 inh: 15; hIAP block: 16; ATG4B inhibitor: -8; mIAP block: 17; TIM10 inh: 15; NLRP3 yeast inh: 10; hIAP act: 0.84; mIAP act: 0.83; Apaf-1 inh: 15

What do the screens show for `CCc1c(C)nc2ccc(Br)cc2c1Cl`?
tim10-1 inh: 22; hIAP block: 2; ATG4B inhibitor: -12; mIAP block: -6; TIM10 inh: 7; NLRP3 yeast inh: 20; hIAP act: 0.98; mIAP act: 1.1; Apaf-1 inh: -10

How did C/C(=N\NC(=O)c1c(Cl)cnn1C)c1cccnc1 do in these assays?
tim10-1 inh: -4; hIAP block: 4; ATG4B inhibitor: -7; mIAP block: -3; TIM10 inh: 6; NLRP3 yeast inh: 11; hIAP act: 0.96; mIAP act: 1; Apaf-1 inh: -7

What do the screens show for `O=C(c1ccccc1)c1cncc(Br)c1`?
tim10-1 inh: -7; hIAP block: 11; ATG4B inhibitor: -4; mIAP block: -12; TIM10 inh: -7; NLRP3 yeast inh: -23; hIAP act: 0.89; mIAP act: 1.1; Apaf-1 inh: 8

What do the screens show for `COc1ccccc1NC(=O)Nc1cccc(C)n1`?
tim10-1 inh: -10; hIAP block: -4; ATG4B inhibitor: 1; mIAP block: -2; TIM10 inh: -17; NLRP3 yeast inh: 66*; hIAP act: 1; mIAP act: 1; Apaf-1 inh: 8

How did O=C(CN1C(=O)NC2(CCCCCCC2)C1=O)N1CCOCC1 do in these assays?
tim10-1 inh: 9; hIAP block: -22; ATG4B inhibitor: 14; mIAP block: -2; TIM10 inh: 6; NLRP3 yeast inh: 9; hIAP act: 1.2; mIAP act: 1; Apaf-1 inh: -12

Results for O=C(NCc1ccco1)/C(=C\c1ccco1)NC(=O)c1cccs1 ?
tim10-1 inh: 8; hIAP block: -2; ATG4B inhibitor: 0; mIAP block: 15; TIM10 inh: 10; NLRP3 yeast inh: 16; hIAP act: 1; mIAP act: 0.85; Apaf-1 inh: -1

What do the screens show for `Cc1ccc(C(=O)NC2CC2)cc1S(=O)(=O)N1CCOCC1`?
tim10-1 inh: 5; hIAP block: 11; ATG4B inhibitor: 3; mIAP block: -1; TIM10 inh: -2; NLRP3 yeast inh: 8; hIAP act: 0.89; mIAP act: 1; Apaf-1 inh: -8

Results for Cc1ccc2cc(CN(CCCO)S(=O)(=O)c3cccc4nsnc34)c(=O)[nH]c2c1 ?
tim10-1 inh: 27; hIAP block: -35; ATG4B inhibitor: 2; mIAP block: 3; TIM10 inh: -19; NLRP3 yeast inh: 6; hIAP act: 1.3; mIAP act: 0.97; Apaf-1 inh: 6

How did CC1=NOC2(C1)N(C)c1ccccc1C2(C)C (centres undefined) do in these assays?
tim10-1 inh: 12; hIAP block: 11; ATG4B inhibitor: -6; mIAP block: 11; TIM10 inh: -8; NLRP3 yeast inh: 4; hIAP act: 0.89; mIAP act: 0.89; Apaf-1 inh: -18

What do the screens show for `COc1ccc(OC)c(-n2c(-c3cnccn3)n[nH]c2=S)c1`?
tim10-1 inh: 14; hIAP block: 10; ATG4B inhibitor: -4; mIAP block: 10; TIM10 inh: 7; NLRP3 yeast inh: -4; hIAP act: 0.9; mIAP act: 0.9; Apaf-1 inh: -3

How did CC(=O)Nc1nc(SCc2cccc3ccccc23)n[nH]1 do in these assays?
tim10-1 inh: 11; hIAP block: 10; ATG4B inhibitor: -7; mIAP block: -6; TIM10 inh: 3; NLRP3 yeast inh: 1; hIAP act: 0.9; mIAP act: 1.1; Apaf-1 inh: -5

Results for O=C1c2c(O)cc(O)cc2O[C@H](c2ccc(O)c(O)c2)[C@@H]1O ?
tim10-1 inh: 5; hIAP block: 9; mIAP block: 64*; TIM10 inh: -5; NLRP3 yeast inh: 18; hIAP act: 0.91; mIAP act: 0.36; Apaf-1 inh: -9

What do the screens show for `CCOCCc1nn2c(=O)cc(CSCC(=O)Nc3cccc(C)c3C)nc2s1`?
tim10-1 inh: -9; hIAP block: -27; ATG4B inhibitor: -4; mIAP block: 1; TIM10 inh: 3; NLRP3 yeast inh: 7; hIAP act: 1.3; mIAP act: 0.99; Apaf-1 inh: 1

What do the screens show for `Cc1csc(NC(=O)C2CCN(S(=O)(=O)c3ccc4c(c3)oc(=O)n4C)CC2)n1`?
tim10-1 inh: 0; hIAP block: 6; ATG4B inhibitor: 6; mIAP block: 10; TIM10 inh: -13; NLRP3 yeast inh: 7; hIAP act: 0.94; mIAP act: 0.9; Apaf-1 inh: 0

In the list so far, 2 have fluorine.
Results for Cc1ccccc1N/C(=N/S(=O)(=O)c1ccccc1)c1ccc(F)cc1 ?
tim10-1 inh: 7; hIAP block: -10; ATG4B inhibitor: 3; mIAP block: 6; TIM10 inh: 13; NLRP3 yeast inh: 10; hIAP act: 1.1; mIAP act: 0.94; Apaf-1 inh: -3

How did O=S(=O)(c1ccccc1F)N1CCN(c2nc(-c3cccnc3)nc3ccccc23)CC1 do in these assays?
tim10-1 inh: 15; hIAP block: 16; ATG4B inhibitor: -8; mIAP block: 17; TIM10 inh: 15; NLRP3 yeast inh: 10; hIAP act: 0.84; mIAP act: 0.83; Apaf-1 inh: 15

Next structures
Results for Cc1cccc[n+]1CC(=O)Nc1ccccc1 ?
tim10-1 inh: 8; hIAP block: -1; ATG4B inhibitor: -9; mIAP block: -6; TIM10 inh: -4; NLRP3 yeast inh: 7; hIAP act: 1; mIAP act: 1.1; Apaf-1 inh: -1

How did Cc1cccc(-n2ccnc2SCC(=O)Nc2cc(C)on2)c1 do in these assays?
tim10-1 inh: 13; hIAP block: -11; ATG4B inhibitor: -3; mIAP block: 11; TIM10 inh: 10; NLRP3 yeast inh: 13; hIAP act: 1.1; mIAP act: 0.89; Apaf-1 inh: -7

How did CN(Cc1ccnc2ccccc12)C(=O)C1CCC(=O)N(Cc2ccccc2F)C1 (centres undefined) do in these assays?
tim10-1 inh: 8; hIAP block: -4; ATG4B inhibitor: -10; mIAP block: 4; TIM10 inh: 7; NLRP3 yeast inh: 3; hIAP act: 1; mIAP act: 0.96; Apaf-1 inh: -3

How did c1ccc(C2=Nn3c(Cn4nnc5ccccc54)nnc3SC2)cc1 do in these assays?
tim10-1 inh: 6; hIAP block: -8; ATG4B inhibitor: 3; mIAP block: -5; TIM10 inh: 1; NLRP3 yeast inh: 8; hIAP act: 1.1; mIAP act: 1; Apaf-1 inh: -6

Source: PubChem BioAssay
